FEN1 inhibitor – human FEN1 inhibition; Recombinant FEN1 flap cleavage, fluorescence, 15 min; Potency, µM (doses to about 114 µM), without a hit: at the top dose activity change, negative = inhibition, usual class: inhibitors; hit rate 0.35% among 390,000; AID 588795; further: nearly all actives have a fitted effect of over 65% in size
Target sequence (P39748 whole entry, looked up): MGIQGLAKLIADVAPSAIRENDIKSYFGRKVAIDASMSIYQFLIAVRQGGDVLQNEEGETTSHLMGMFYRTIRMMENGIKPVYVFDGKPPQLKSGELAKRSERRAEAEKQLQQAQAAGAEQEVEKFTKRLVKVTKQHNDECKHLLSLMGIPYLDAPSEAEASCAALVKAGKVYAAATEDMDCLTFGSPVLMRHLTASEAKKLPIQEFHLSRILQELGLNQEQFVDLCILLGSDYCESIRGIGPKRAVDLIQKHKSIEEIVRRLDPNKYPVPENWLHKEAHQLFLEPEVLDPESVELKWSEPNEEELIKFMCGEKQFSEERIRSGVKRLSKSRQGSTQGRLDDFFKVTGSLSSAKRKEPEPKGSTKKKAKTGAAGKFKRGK
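Nuclease activity of 10 nM FEN1 was measured after 15 min of room-temperature exposure to titrated compounds, by adding 50 nM flap substrate and reading plates at 0 and 15 min.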
N370S GC – N370S glucocerebrosidase modulation, Gaucher chaperone candidate. P04062. N370S GC spleen homogenate, 4MU-glucoside fluorescence. Potency, µM (series often up to 59.4 µM), for inactives: at the top dose activity change, negative = inhibition, actives largely listed as inhibitors. hit rate 0.092% among 330,000;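 further: 0% = full enzyme activity and -100% = no enzyme basal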
TDP1 cell CPT – growth inhibition of DT40 Tdp1-/-;hTDP1 cells with camptothecin (screen for TDP1 inhibitors). Potency, µM (doses to about 46.2 µM), for the others: top-dose activity change, negative = growth inhibition, most hits filed as inhibitors. hit rate 12% among 420,000. chicken DT40 Tdp1-/-;hTDP1 cells + 20 nM CPT, ATP luminescence, 48 h. AID 686979; further: nearly all actives have a fitted effect of over 55% in size
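Chicken DT40 Tdp1-/- cells stably complemented with human TDP1 were seeded at 400 cells/well in medium containing 20 nM camptothecin, exposed to pin-transferred compounds, and grown at 37 °C for at least 48 hr. Viability was read as ATP luminescence.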
* = called active by the depositor; ? = inconclusive; . = not tested or not shown; & = joins results of further samples. The call rests on the fitted dose curve; in most records, active means well fitted curve in the direction sought with a large enough effect; inconclusive means small, poorly fitted or top-dose-only effect, or another doubt; inactive means no such curve, though single readings can be large; an effect the other way counts as inactive or inconclusive. Unless noted, on the % scale 0 is the no-effect control and ±100 the full control effect; potency means the concentration at half of the fitted maximal effect. This is a subset. The share of hits here may be higher or lower than overall.

SMILES	FEN1 inhibitor	N370S GC	TDP1 cell CPT
CC1Cc2ccccc2N1C(=O)COC(=O)CNC(=O)c1ccc(Br)o1 (stereo unspecified)	-11%	-4%	-1%
COc1ccccc1NC(=O)CSc1nc2c(oc3ccccc32)c(=O)n1-c1ccc(C)cc1	-3%	.	18µM*
CC(=O)Nc1ccc2nsnc2c1	-1%	3%	9%
COC(=O)c1cn(Cc2ccc(C(F)(F)F)cc2)cc(F)c1=O	12%	-10%	2%
N[C@H](C(=O)O)[C@H](OCc1ccccc1)C(=O)O	.	-1%	0%
O=C(Nc1ccc(N2CCCCC2)cc1)C(Cl)c1ccccc1 (stereo unspecified)	1%	26%	?
Cc1ccc(CNC(C)c2ccccc2)cc1 (stereo unspecified)	8%	4%	-15%
O=C(NNc1cccc(Cl)n1)Nc1ccccc1F	5%	-10%	-16%
Cc1nnc(NC(=O)CSc2ncnc3scc(-c4ccccc4)c23)s1	9%	3%	?
COc1cccc(C(=O)NNC(=O)CCc2ccccc2)c1	-12%	-1%	-2%
COc1ccc(CCC(=O)Nc2nc(C)c(C(=O)N(C)C)s2)cc1	-12%	0%	-8%
C/C(CC(=O)Nc1ccc(N(C)C)cc1)=N\NC(=O)c1cnccn1	5%	-3%	-5%
O=C(C1CC1)N1CCN(c2nc3c(Cl)cccc3s2)CC1	-2%	.	21µM*
NC(=O)Nc1ccc(C(=O)N2CCN(S(=O)(=O)Cc3ccccc3)CC2)cc1	-1%	.	-16%
COC(=O)[C@@]1(Cc2ccc(OC)cc2)[C@H]2c3cc(C(=O)N4CCCC4)n(CCc4c[nH]c5ccccc45)c3C[C@H]2CN1C(=O)c1ccccc1	.	-18%	?
CCOc1ccc(C(=O)NCC(c2ccc3c(c2)OCO3)N2CCN(C)CC2)cc1 (stereo unspecified)	4%	.	0%
C[C@H](CO)N1C[C@H](C)[C@@H](CN(C)Cc2ccc(C(=O)O)cc2)Oc2ccc(NS(=O)(=O)c3cn(C)cn3)cc2C1=O	0%	.	-2%
CCCCn1c(SCC(=O)NCc2ccco2)nc2cc(S(N)(=O)=O)ccc21	2%	12%	-19%
O=C(O)c1ccccc1CSc1nnnn1-c1ccccc1	-6%	0%	7%
COc1ccc(NCc2nnc(SCC(=O)NCc3ccco3)n2-c2ccccc2OC)cc1	-8%	3%	-12%
O=C(CN1C(=O)NC2(CCCC2)C1=O)Nc1ccc(Cl)cc1C(F)(F)F	13%	1%	-11%
O=C(NCC1CCCO1)C1CCN(C2CCN(CCCC3CCCC3)CC2)CC1 (stereo unspecified)	17%	14%	15µM*
O=Cc1ccc(OCCN2CCCC2=O)cc1	5%	1%	0%
CC1=CC(C)(C)NC(=S)N1c1cccc(Cl)c1	-5%	.	?
O=C(Nc1ccc(F)cc1)c1ccccc1NC(=O)C1CCCCC1C(=O)O (stereo unspecified)	3%	.	-33%
Additional compounds
SMILES	FEN1 inhibitor	N370S GC	TDP1 cell CPT
Cc1cc(OCC(=O)Nc2ccc(N3CCCC3)cc2)cc(C)c1Cl	?	.	2%
Cc1nc(NC(=O)/C=C/c2ccccc2)sc1C(=O)Nc1cccc(Cl)c1	-2%	-19%	-23%
O=C(COc1ccc(Cl)cc1)NCCSCc1cccc(Cl)c1	?	15%	4%
CCCCN1CC(c2nc3ccccc3n2CCCCOc2ccccc2C)CC1=O (stereo unspecified)	5%	.	7.3µM*
Cc1cc2nc3c(nc2cc1C)C1(C(=O)N(C)C)CCC3(C)C1(C)C (stereo unspecified)	0%	-8%	?
COc1cccc(/C=C2\SC(=O)N(CCC(=O)N3CCCCC3CCO)C2=O)c1 (stereo unspecified)	16%	-10%	?
O=C(COc1ccccc1Br)Nc1ccc(S(=O)(=O)N2CCCC2)cc1	-24%	.	?
CC1(C)CC(=O)C=C(Nc2ccc3c(c2)OCCO3)C1	6%	-5%	-2%
COc1cc(NC(=O)CC(C)S(=O)(=O)c2ccc3c(c2)CCN3C(C)=O)cc(OC)c1OC (stereo unspecified)	-3%	.	-15%
Cc1ncc([N+](=O)[O-])n1CC(=O)Nc1ccc(Br)cc1	-6%	7%	-18%
Cc1onc(-c2ccccc2)c1C(=O)N/N=C/c1cc2c(cc1Br)OCO2	7%	16%	?
CCNc1nc(NCC)n2c(SCC(=O)N3CC4(C)CC3CC(C)(C)C4)nnc2n1 (stereo unspecified)	0%	1%	?
Cc1cccc(Nc2nnc(SCC(=O)NCc3cccs3)s2)c1	3%	13%	?
Cc1cccc(N=C2NN=C(c3ccc4c(c3)OCCO4)CS2)c1	-10%	1%	-8%
COc1ccccc1CNC(=O)CN1NS(=O)(=O)c2ccccc2C1=O	-1%	.	-17%
CC(C(=O)O)c1ccc(-c2ccccc2)c(F)c1 (stereo unspecified)	2%&-10%	-14%&-5%&-3%	-2%
CC(Oc1ccccc1)C(=O)N1CCN(c2ccc(N3CCCCC3)nn2)CC1 (stereo unspecified)	-7%	-12%	2%
O=C(O)c1ccccc1C(=O)Nc1ccc(Oc2cccc3ccccc23)cc1	11%	13%	20%
COc1cc(NC(=O)CN2C(=O)NC(C)(CCC(C)C)C2=O)cc(OC)c1 (stereo unspecified)	-10%	3%	-30%
CCCCc1ccc(NC(=S)N2CCCC(CO)C2)cc1 (stereo unspecified)	-11%	1%	4%
CNc1ccnc(-c2ccccc2C)n1	.	-4%	2%
COc1cc(/C=N/NC(=O)c2cccc(C)c2)ccc1OCC(=O)Nc1ccccc1	5%	.	?
COc1cc(C2/C(=C(\O)c3ccc4c(c3)OCCO4)C(=O)C(=O)N2CCN2CCOCC2)cc(OC)c1OC (stereo unspecified)	2%	-10%	14%
CC(C)C[C@@H]1NC(=O)[C@H](C(C)C)NC(=O)c2cc([N+](=O)[O-])cc(I)c2OCC[C@@H](C(N)=O)NC1=O	2%	-4%	-12%
Cn1c(-c2ccccc2)cc2onc(-c3ccccc3)c2c1=O	-1%	15%	15µM*

20 entries out of the list, arranged by length of the SMILES, falling.
SMILES	FEN1 inhibitor	N370S GC	TDP1 cell CPT
CC(C)C[C@@H]1NC(=O)[C@H](C(C)C)NC(=O)c2cc([N+](=O)[O-])cc(I)c2OCC[C@@H](C(N)=O)NC1=O	2%	-4%	-12%
COc1cc(C2/C(=C(\O)c3ccc4c(c3)OCCO4)C(=O)C(=O)N2CCN2CCOCC2)cc(OC)c1OC (stereo unspecified)	2%	-10%	14%
COc1cc(NC(=O)CC(C)S(=O)(=O)c2ccc3c(c2)CCN3C(C)=O)cc(OC)c1OC (stereo unspecified)	-3%	.	-15%
CCNc1nc(NCC)n2c(SCC(=O)N3CC4(C)CC3CC(C)(C)C4)nnc2n1 (stereo unspecified)	0%	1%	?
COc1cc(/C=N/NC(=O)c2cccc(C)c2)ccc1OCC(=O)Nc1ccccc1	5%	.	?
COc1cccc(/C=C2\SC(=O)N(CCC(=O)N3CCCCC3CCO)C2=O)c1 (stereo unspecified)	16%	-10%	?
COc1cc(NC(=O)CN2C(=O)NC(C)(CCC(C)C)C2=O)cc(OC)c1 (stereo unspecified)	-10%	3%	-30%
Cc1onc(-c2ccccc2)c1C(=O)N/N=C/c1cc2c(cc1Br)OCO2	7%	16%	?
CC(Oc1ccccc1)C(=O)N1CCN(c2ccc(N3CCCCC3)nn2)CC1 (stereo unspecified)	-7%	-12%	2%
O=C(Nc1ccc(F)cc1)c1ccccc1NC(=O)C1CCCCC1C(=O)O (stereo unspecified)	3%	.	-33%
O=C(NCC1CCCO1)C1CCN(C2CCN(CCCC3CCCC3)CC2)CC1 (stereo unspecified)	17%	14%	15µM*
CCCCN1CC(c2nc3ccccc3n2CCCCOc2ccccc2C)CC1=O (stereo unspecified)	5%	.	7.3µM*
Cc1ncc([N+](=O)[O-])n1CC(=O)Nc1ccc(Br)cc1	-6%	7%	-18%
Cc1cccc(N=C2NN=C(c3ccc4c(c3)OCCO4)CS2)c1	-10%	1%	-8%
Cn1c(-c2ccccc2)cc2onc(-c3ccccc3)c2c1=O	-1%	15%	15µM*
Cc1cccc(Nc2nnc(SCC(=O)NCc3cccs3)s2)c1	3%	13%	?
O=C(COc1ccc(Cl)cc1)NCCSCc1cccc(Cl)c1	?	15%	4%
CC(C(=O)O)c1ccc(-c2ccccc2)c(F)c1 (stereo unspecified)	2%&-10%	-14%&-5%&-3%	-2%
O=Cc1ccc(OCCN2CCCC2=O)cc1	5%	1%	0%
CNc1ccnc(-c2ccccc2C)n1	.	-4%	2%

The main list resumes, repeating the 2 entries before the break.
SMILES	FEN1 inhibitor	N370S GC	TDP1 cell CPT
CC(C)C[C@@H]1NC(=O)[C@H](C(C)C)NC(=O)c2cc([N+](=O)[O-])cc(I)c2OCC[C@@H](C(N)=O)NC1=O	2%	-4%	-12%
Cn1c(-c2ccccc2)cc2onc(-c3ccccc3)c2c1=O	-1%	15%	15µM*
Cn1nnnc1SCC(=O)Nc1nc(-c2ccc(F)c(F)c2)cs1	16%	-1%	?
CNC(=O)Nc1ccccc1C(=O)Nc1ccccc1	9%	-2%	-17%
COc1ccccc1-c1nc(C#N)c(N2CC(C)CC(C)C2)o1 (stereo unspecified)	-2%	26%	?
C/C(CC(=O)Nc1ccc(N(C)C)cc1)=N\NC(=O)C(=O)NCc1ccccc1	-1%	-5%	-24%
COc1ccc(Cl)cc1N1Cc2ccccc2C1	15%	-5%	-28%
CN(NC(=O)c1ccc(Cl)cc1Cl)C1=NS(=O)(=O)c2ccccc21	-7%	-2%	-1%
O=C1CC(N2CCN(Cc3ccccc3)CC2)C(=O)N1c1ccccc1 (stereo unspecified)	-13%	-5%	2%
Cc1ccc(-c2csc3ncn(-n4c(C)ccc4C)c(=O)c23)o1	-1%	-22%	23µM*
Cc1cccc2cc(C#N)c(N3CCCC3)nc12	-6%	-8%	-11%
CSc1nnc(-c2ccccc2)n1N	-1%	-12%	-8%
CCn1c(SC)nnc1-c1nnc(SC)n1CC	7%	8%	3%
Cc1sc2c(=O)n3c(nc2c1C(=O)NCCCN1CCOCC1)CCCCC3	-1%	0%	-17%
CCCCn1c(SCC(=O)Nc2cccc(C)n2)nnc1-c1ccco1	-10%	9%	-17%
COc1cccc2cc(C(C)OC(=O)Nc3ccc(C)cc3)oc12 (stereo unspecified)	-3%	26%	-5%
Cc1cccn2c(=O)c3cc(C(=O)NCc4ccc(F)cc4)c(=N)n(CC4CCCO4)c3nc12 (stereo unspecified)	0%	?	?
CCOC(=O)c1c(-c2ccccc2)oc2ccc(NS(=O)(=O)c3ccc(OC)cc3)cc12	-23%	.	4.6µM*
CCN(CC)S(=O)(=O)c1ccc(/C=C/C(=O)O)cc1	5%	-6%	0%
Cc1ccc(C2(C)NC(=O)N(CC(=O)NCc3cccs3)C2=O)cc1 (stereo unspecified)	19%	3%	3%
Oc1ccc(N2CCN(c3ncnc4sc(-c5ccccc5)cc34)CC2)cc1	-21%	7%	?
COC(=O)c1c(NC(=O)CN2C(=O)C(=O)N(CC(C)C)C2=O)sc(C)c1C	-10%	-2%	20%
Cc1nc2ncnn2c(C)c1CCC(=O)N1CCN(C(=O)c2ccco2)CC1	-15%	3%	-1%
COC(=O)CSc1nc(N)c2c3c(sc2n1)C(c1ccccc1)SC(c1ccccc1)C3 (stereo unspecified)	-3%	1%	4.1µM*
CSc1nnc(C)c(=O)n1COC(=O)/C=C/c1ccccc1	-3%	-8%	-22%
O=C(CCCOc1ccccc1)Nc1ccc(S(=O)(=O)N2CCOCC2)cc1	-13%	0%	10%
CCOc1ccc(CCNC(=O)COC(=O)c2cccnc2OCC)cc1OCC	-4%	8%	-8%
Cc1ccc(/C=C(\C#N)C(=O)NCCN2CCOCC2)cc1	1%	1%	4%
O=C1C[C@H]2C=CCc3cccc(c32)CN1Cc1ccc(F)cc1	-13%	.	?
